# Menin MLL FP TR = qHTS Assay for Inhibitors Targeting the Menin-MLL Interaction in MLL Related Leukemias: Competition With Texas Red Labeled MLL-derived Mutant Peptide. O00255. Menin + Texas Red MLL mutant peptide, fluorescence polarization. Potency, µM (highest dose often 61.6 µM), for the others: at the top dose FP activity change, negative = inhibition, usual class: inhibitors. 0.23% of 270,000 active. AID 1768, 2009; active = well fitted inhibition curve with a large enough effect in the polarisation, with a control signal flat, not every such curve was filed as active; inconclusive = small, poorly fitted or top-dose-only effect, or effect the other way, or a change in a side signal; inactive = no such curve, though single readings can be large or run the other way; the % refers to the polarisation; note: potency is the fitted concentration of half-maximal effect; % of control where 0% means no effect; many of its hits are not listed in these tables
# Target sequence (O00255 whole entry, looked up): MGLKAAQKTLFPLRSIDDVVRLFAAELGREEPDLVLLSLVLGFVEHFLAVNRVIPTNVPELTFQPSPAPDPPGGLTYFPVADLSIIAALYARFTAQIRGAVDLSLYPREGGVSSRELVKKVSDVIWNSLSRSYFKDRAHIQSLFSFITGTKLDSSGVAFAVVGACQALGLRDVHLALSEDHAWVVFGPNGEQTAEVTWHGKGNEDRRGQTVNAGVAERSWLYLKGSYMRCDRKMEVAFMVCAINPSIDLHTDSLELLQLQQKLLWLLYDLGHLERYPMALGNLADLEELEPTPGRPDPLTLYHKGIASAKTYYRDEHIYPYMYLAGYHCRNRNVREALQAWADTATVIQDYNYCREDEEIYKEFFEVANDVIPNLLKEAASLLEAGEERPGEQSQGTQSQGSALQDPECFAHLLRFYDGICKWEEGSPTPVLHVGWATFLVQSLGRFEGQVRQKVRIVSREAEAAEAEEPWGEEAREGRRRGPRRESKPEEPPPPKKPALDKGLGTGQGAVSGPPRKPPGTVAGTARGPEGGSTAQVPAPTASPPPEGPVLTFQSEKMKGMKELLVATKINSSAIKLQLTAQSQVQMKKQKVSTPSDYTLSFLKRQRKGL
# FBPA coupling cs = qHTS Assay for Inhibitors of Fructose-1,6-bisphosphate Aldolase from Giardia Lamblia: Coupling assay counterscreen; coupling enzyme system counterscreen, AmpLite Red fluorescence; activity change, negative = inhibition, % at 58.2 µM, hits read low; 0.67% of 290,000 active; AID 2472, 2010; in the data active = activity change below about -30%; note: % is set by controls: 0 for no effect and ±100 for the full control effect
#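 Activity here indicates interference with the coupling reaction, not aldolase inhibition. Compounds at 57.5 uM final met coupling enzymes for 10 min at RT; substrate and AmpLite Red detection followed, with a 525/598 nm fluorescence read after 20 min.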
# An asterisk follows results filed as active; u = inconclusive; x = not tested or not shown; & = joins results of further samples; [ ] = remark or other dose. A portion of the library; count on the stated rates, not on these rows.
no.	compound	Menin MLL FP TR	FBPA coupling cs
1	CN1[C@H](CC(=O)c2ccccc2)CCC[C@H]1C[C@@H](O)c1ccccc1	x	3
2	CN1[C@@H](CC(=O)c2ccccc2)CCC[C@@H]1C[C@@H](O)c1ccccc1	x	2
3	CC(C)CNc1nc(C#N)nc(Nc2ccccc2)n1	x	1
4	CN(Cc1ccco1)c1ccnc(-c2ccoc2)n1	u	0
5	O=c1cc(-c2cccc(O)c2O)oc2ccccc12	25%[24.8 µM]	-14
6	O=C(/C=C/c1ccccc1)N1CCCC1CO (stereo not drawn)	u	1
7	O=c1ccc2ccc(OS(=O)(=O)O)cc2o1	18%	3
8	c1ccc([C@H]2NCCc3c2[nH]c2ccccc32)cc1	10%[11.7 µM]	-1
9	COc1ccc2c(c1)O[C@@H]1c3ccc(OC)cc3OCC21 (stereo partly drawn)	6%	6
10	C=C1CCC[C@]2(C)C[C@H]3OC(=O)[C@H](CNCCc4ccccc4OC)C3CC12 (stereo partly drawn)	u	0
11	N#Cc1cccc(-c2ccc3ncnc(NCCN4CCOCC4)c3c2)c1	-19%	1
12	C#CCCCO/N=C1/C[C@@H](O)[C@@H](O)[C@@H]2[C@@H]3C(=O)N(C[C@@H]4CCCO4)C(=O)[C@H]3CC[C@H]12	3%[11.7 µM]	2
13	COC(=O)N1CCC2(CCCN(Cc3cc(C(F)(F)F)cc(C(F)(F)F)c3)C2)CC1	14%	2
14	O=S(=O)(Nc1cccc2cccnc12)c1ccc(Br)s1	u	-19
15	COC(=O)C(N)CS (stereo not drawn)	-1%	-2

# Reprinted, compounds 13 to 15
no.	compound	Menin MLL FP TR	FBPA coupling cs
13	COC(=O)N1CCC2(CCCN(Cc3cc(C(F)(F)F)cc(C(F)(F)F)c3)C2)CC1	14%	2
14	O=S(=O)(Nc1cccc2cccnc12)c1ccc(Br)s1	u	-19
15	COC(=O)C(N)CS (stereo not drawn)	-1%	-2

# Other entries
no.	compound	Menin MLL FP TR	FBPA coupling cs
16	O=c1c(-c2ccc(F)c(F)c2)nc2cncnc2n1-c1ccccc1	u	1
17	Cn1c(=O)c(-c2cc(F)cc(F)c2)nc2cnc(N3CCNCC3)nc21	-3%	2
18	COc1ccc(C(=O)N2CCC3(CCN(Cc4ccccc4OC)CC3)CC2)cc1	7%	4
19	COCC(=O)N1CCC2(CCCN(c3ccc(-c4ccccc4)cc3)C2)CC1	2%	-2
20	COc1cccc([C@@H]2Oc3ccc(Br)cc3C[C@H]2OC(=O)N[C@H]2CCCc3ccccc32)c1	-3%	3
21	N#Cc1cccc(-c2cc(-n3ccnc3)ncn2)c1	-16%	-3
22	C/C=C(\C)[C@H](O)C[Si](C)(C)c1ccccc1	-1%	1
23	OC[C@@H]1OC(O)[C@@H](O)[C@H](O)[C@H]1O (stereo partly drawn)	6%	4
24	COc1ccc2c3c1OC1C[C@@H](O)C=C[C@@]31CCN(C)C2 (stereo partly drawn)	1%&4%[24.8 µM]	0&2
25	CS(=O)(=O)N1CCC2(CCCN(C(c3ccccc3)c3ccccc3)C2)CC1	0%	5
26	O=C(O)c1ccc(-c2c3nc(c(-c4ccc(C(=O)O)cc4)c4ccc([n-]4)c(-c4ccc(C(=O)O)cc4)c4nc(c(-c5ccc(C(=O)O)cc5)c5ccc2[n-]5)C=C4)C=C3)cc1.[Mn+3]	u	-15&-3
27	C=CCC(C)(O)CCc1ccccc1 (stereo not drawn)	1%	2
28	CC(C)=CCC/C(C)=C/CO/N=C1/C[C@@H](O)[C@@H](O)[C@@H]2[C@@H]3C(=O)N(Cc4ccccc4)C(=O)[C@H]3CC[C@@H]12	14%[11.7 µM]	-1
29	C[C@@H]1/C=C\CC(=O)OC[C@H](C)C(=O)N[C@@H](Cc2ccccc2)C(=O)OC1	8%[11.7 µM]	-1
30	CN(C)C(=O)c1ccc(-c2ccc3ncnc(N4CCC(C(=O)O)CC4)c3c2)cc1	-11%	-3
31	CN1CCC2(CC1)CCN(C(=O)c1cccc(F)c1)CC2	8%	0
32	Cc1noc(C)c1-c1ccc2ncnc(N(C)Cc3ccco3)c2c1	-2%	4
33	C=CC[C@@](C(C)=O)(C(=O)OC)C(NC(=O)OC(C)(C)C)c1ccccc1 (stereo partly drawn)	3%	1
34	Cc1cnc(CNc2ccnc(-c3ccccc3CN(C)C)n2)cn1	4%	-4
35	CC(C)([CH2][Sn]([CH2]C(C)(C)c1ccccc1)([CH2]C(C)(C)c1ccccc1)[O][Sn]([CH2]C(C)(C)c1ccccc1)([CH2]C(C)(C)c1ccccc1)[CH2]C(C)(C)c1ccccc1)c1ccccc1	-25%	1
36	COc1ccc(Oc2ncc3nc(CCc4ccccc4)c(=O)n(C)c3n2)cc1	3%	-1
37	Cc1noc(C)c1C(=O)N1CCC[C@@]2(CCN(Cc3nccs3)C2)C1	5%	-1
38	NCCn1c(=O)c(CCc2ccccc2)nc2cncnc21	u	-10
39	CC#CC(C)C(OCOC)C(CC(C)Cc1cc(Br)cc(OCc2ccccc2)c1OC)OC (stereo not drawn)	-2%[11.7 µM]	0
40	O=C(O)COc1ccc(OCCNC[C@@H](O)COc2ccccc2)cc1	0%[24.8 µM]	1
41	c1cncc(-c2nc(N3CCNCC3)c3ccccc3n2)c1	-5%	0
42	COc1cccc2oc(-c3ccc(O)cc3)cc(=O)c12	-15%[24.8 µM]	-2
43	N[C@]1(C(=O)O)CCc2cc(P(=O)(O)O)ccc21	11%[24.8 µM]	4
44	C=COCC1CN2C(CCC(C)C2c2ccc(Br)cc2)C(=O)O1 (stereo not drawn)	-6%&-17%[11.7 µM]	1&3
45	COc1cccc(Nc2ncc3nc(-c4ccc(Cl)cc4)c(=O)n(C[C@H]4CCCO4)c3n2)c1	-1%	-1
46	Clc1ccccc1-c1nccc(NCc2ccccc2)n1	8%	1
47	COc1ccc(Oc2ncc3nc(C)c(=O)n(C[C@H]4CCCO4)c3n2)cc1	8%	0
48	COc1ccc(O[C@H]2C=C[C@@H](c3ccccc3)O[C@H]2COC(=O)CC/C(C)=N\OC[C@@H](C)[C@H](OCc2ccccc2)C(C)C)cc1	-12%[11.7 µM]	2
49	c1ccc(N2CCN(CCCOc3ccc4c(c3)OCO4)CC2)cc1	u	1
50	CCOC(=O)N/N=C1/C[C@@H](O)[C@@H](O)[C@@H]2[C@H]3C(=O)N(c4ccc(F)cc4F)C(=O)[C@@H]3CC[C@@H]12	17%[11.7 µM]	-1
51	NC(=O)c1ccc[n+]([C@@H]2OC(COP(=O)([O-])OP(=O)(O)OCC3OC(n4cnc5c(N)ncnc54)C(O)C3O)C(O)C2O)c1 (stereo partly drawn)	1%	1
52	COC(=O)NC(c1ccccc1)C1(C(=O)OC)C(=O)Cc2ccccc21 (stereo not drawn)	-8%	2
53	CO[C@@H]1/C=C\CC(=O)N2CCC[C@@H]2C(=O)OC[C@@H](C)C(=O)OC[C@H]1C	15%[11.7 µM]	2
54	c1ccc2c(NCCN3CCOCC3)nc(-c3ccoc3)nc2c1	-8%	2
55	CC(=O)OCC1OC(n2cnc3c(Cl)nc(Cl)nc32)C(OC(C)=O)C1OC(C)=O (stereo not drawn)	1%	0
56	COc1ccc(C(=O)N2CCC3(CCCN(CC(C)C)C3)CC2)cc1	-13%	4
57	CC1=CCc2c(cc3oc(C)cc(=O)c3c2O)OC1	3%	1
58	COC(=O)NC(c1ccc(F)cc1)C(C(C)=O)C(=O)OC (stereo not drawn)	-20%[11.7 µM]	-4
59	O=C(O)/C=C1\CCCc2ccccc2[C@H]1O	16%[24.8 µM]	-3
60	C[C@@H]1C(=O)CC2C(C)(C)CCC[C@]2(C)[C@@]1(O)CCc1ccoc1 (stereo partly drawn)	-23%	-2

# One compound at a time (already shown). Screens in order: Menin MLL FP TR	FBPA coupling cs
# COc1ccc(C(=O)N2CCC3(CCCN(CC(C)C)C3)CC2)cc1 reads -13%	4
# NC(=O)c1ccc[n+]([C@@H]2OC(COP(=O)([O-])OP(=O)(O)OCC3OC(n4cnc5c(N)ncnc54)C(O)C3O)C(O)C2O)c1 (stereo partly drawn) reads 1%	1
# CC(=O)OCC1OC(n2cnc3c(Cl)nc(Cl)nc32)C(OC(C)=O)C1OC(C)=O (stereo not drawn) reads 1%	0
# COc1ccc(Oc2ncc3nc(C)c(=O)n(C[C@H]4CCCO4)c3n2)cc1 reads 8%	0
# CO[C@@H]1/C=C\CC(=O)N2CCC[C@@H]2C(=O)OC[C@@H](C)C(=O)OC[C@H]1C reads 15%[11.7 µM]	2

# Next structures.
no.	compound	Menin MLL FP TR	FBPA coupling cs
61	CCCCC[C@H](O)/C=C/[C@H]1OC(O)C[C@H](O)[C@@H]1C/C=C\CC(=O)O (stereo partly drawn)	-14%	0
62	Cc1noc(C)c1C(=O)N1CCC[C@@]2(CCN(Cc3cc(C(F)(F)F)cc(C(F)(F)F)c3)C2)C1	-15%	2
63	CCOC(=O)CNC(=O)O[C@@H]1C(=O)c2ccc(OC)cc2O[C@H]1c1ccc2c(c1)OCO2	6%	0
64	Cc1cnc(CNc2cc(-c3cccc(NS(C)(=O)=O)c3)ncn2)cn1	5%	0
65	Cc1cnc(CNc2cc(-c3cccnc3)ncn2)cn1	u	7
66	COC(=O)N1CCC2(CCCN(C(=O)Nc3cccc(C#N)c3)C2)CC1	2%	-1
67	CC1OC(OC2C(CO)OC(OC3C(CO)OC(O)C(O)C3O)C(O)C2O)C(O)C(O)C1NC1C=C(CO)C(O)C(O)C1O (stereo not drawn)	-5%&-4%	2&-2
68	CCOC(=O)c1c(N)sc(C)c1-c1ccccc1	-2%	-10
69	COc1ccc2[nH]cc(CCNc3ncncc3-c3ccccc3CN(C)C)c2c1	1%	5
70	CC(=O)OCC1OC(C#Cc2ccc(Cl)cc2)C=CC1OC(C)=O (stereo not drawn)	1%&-1%[11.7 µM]	2&-3
71	CC(C)C[C@@H](CC(=O)N[C@@H](CCCN)CC(=O)N[C@@H]1CCNC[C@H]1C(=O)N[C@H](CC(=O)N[C@@H](CCC(=O)O)CC(=O)O)CC(C)C)NC(=O)[C@@H]1CCCC[C@H]1N	-10%	0
72	COc1ccc2c(c1)OCC(Cc1ccc(OC)c(OC)c1)C2=O (stereo not drawn)	u	1
73	O=S(=O)(c1ccccc1)N1CCC2(CCCN(Cc3cc(C(F)(F)F)cc(C(F)(F)F)c3)C2)CC1	7%	-10
74	CN[C@]1(C)[C@H]2CC[C@@H](C2)C1(C)C	-1%[24.8 µM]	1
75	O=C1[C@@H]2[C@H]3C(=CC[C@@H]2C(=O)N1Cc1ccccc1)C1(OCCCO1)[C@H]1O[C@@H]1[C@H]3O	-2%[11.7 µM]	0
76	O=C(c1cc(C(F)(F)F)cc(C(F)(F)F)c1)N1CCC2(CCN(Cc3ccccc3)CC2)CC1	-3%	-2
77	CC(=O)N1CCC2(CCCN(c3ccccn3)C2)CC1	3%	0
78	CC[C@H](C)[C@H](NC(=O)[C@H](CO)NC(=O)[C@@H](NC(=O)[C@H](CO)NC(=O)[C@@H](NC(=O)[C@H](CC(N)=O)NC(=O)[C@H](Cc1ccccc1)NC(=O)[C@H](CO)NC(=O)[C@H](CS)NC(=O)[C@H](CC(N)=O)NC(=O)[C@H](CCCCN)NC(=O)[C@@H](NC(=O)[C@H](CCC(=O)O)NC(=O)CN)[C@@H](C)CC)[C@@H](C)CC)[C@@H](C)O)C(=O)N[C@@H](CCCN=C(N)N)C(=O)O	13%	1
79	COc1ncc2nc(-c3cc(F)cc(F)c3)c(=O)n(Cc3cccs3)c2n1	26%	-4
80	COc1ncc2nc(-c3cc(F)cc(F)c3)c(=O)n(CCC#N)c2n1	24%	0
